Integrin act MD: qHTS for Activators of Integrin-Mediated Alleviation for Muscular Dystrophy; alpha7betagal myoblasts, beta-gal FDG fluorescence, 48 h; AID 624291, 2012; 350,000 tested, 0.064% active; Potency, µM (highest dose often 38.3 µM), inactives show at the highest dose activation, usual class: activators;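 also: potency is read from the fitted curve at half-maximal effect; 100% = response of the positive control SU9516; nearly all actives have a fitted effect of over 60% in size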
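alpha7betagal+/- myoblasts (passage 13, 250/well) treated 48 h at 37C with compounds at 1:260 dilution of DMSO stock. Lysed, then beta-galactosidase activity read as FDG fluorescence (ex 480/em 540) after 30 min, with pre-read for autofluorescence.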
B2AR arrestin: qHTS assay of beta-arrestin-biased ligands of beta2-adrenergic receptor | Beta-2 adrenergic receptor (Homo sapiens), P07550 | beta-arrestin recruitment to beta2AR, cell-based reporter | Potency, µM (doses to about 46.1 µM), without a hit: at the top dose activation, usual class: activators | 330,000 tested, 0.02% active;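 also: potency is read from the fitted curve at half-maximal effect; 0% = DMSO controls and full agonism = EC100 isoproterenol or metaproterenol; nearly all actives have a fitted effect of over 65% in size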
TRPV1 agonist: HTS Assay for Compounds that Act as Agonists of the Vanilloid Receptor 1; Transient receptor potential cation channel subfamily V member 1 (Homo sapiens), Q8NER1; TRPV1-expressing cells, Fluo-8 calcium influx, agonist mode; AID 540275, 2011; 320,000 tested, 0.19% active; activation, % at 8.33 µM; in the data active = activation above about 80%; inconclusive = between about 30% and that limit; also: 0% is about no effect
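Fluo-8 calcium influx in TRPV1-expressing cells, kinetic read (ex 480/em 520 nm). Compound added and read 3 min for agonist activity, followed by capsaicin at EC20 final and 2 min further read for enhancement.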
BRCA1 expr up: qHTS Assay to Identify Small Molecule Activators of BRCA1 Expression; Potency, µM (titrated, usually from 46.1 µM), for inactives: at the highest dose activation, hits mostly activators; AID 624202, 2012; 380,000 tested, 1.1% active; MCF7-BRCA1-FFLuc reporter, luminescence, 48 h; response scale: scaled: vehicle 0%, 10 µM genistein 100%; also: potency is read from the fitted curve at half-maximal effect; nearly all actives have a fitted effect of over 80% in size; some results filed as inactive show a strong effect at the top dose
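Reporter cells (MCF7, BRCA1 promoter-firefly luciferase) received library compounds across a concentration series for 48 h. End-point luminescence was measured and concentration-effect curves derived after normalization.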
ELG1 DNA repair: qHTS screen for small molecules that inhibit ELG1-dependent DNA repair in human embryonic kidney (HEK293T) cells expressing luciferase-tagged ELG1. HEK293T ELG1-luciferase reporter, luminescence, 16 h; DNA damage induced by 5-fluorouridine. Potency, µM (series often up to 46.1 µM), inactives show at the highest dose activity change, negative = inhibition, most hits filed as inhibitors. 330,000 tested, 2.3% active. AID 504467, 2011; also: potency is read from the fitted curve at half-maximal effect; % is scaled to controls: 0 for no effect and ±100 for the full control effect; nearly all actives have a fitted effect of over 55% in size
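Cells (2,000 per well) received 5-fluorouridine plus test compound or DMSO and were incubated 16 hr at 37 °C, 5% CO2. Luciferase activity was read by luminescence 30 min after ONE-Glo addition; signal suppression marked inhibition of damage-induced ELG1 function.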
p53 reactivator: qHTS assay for re-activators of p53 using a Luc reporter; H1299 p53-A138V BP100-luciferase reporter, luminescence, 24 h; Potency, µM (highest dose often 92.2 µM), inactives show top-dose activity change, positive = activation, actives largely listed as activators; 320,000 tested, 0.063% active; also: potency is read from the fitted curve at half-maximal effect; % of control where 0% means no effect; nearly all actives have a fitted effect of over 45% in size
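H1299 (p53-null), stable ts p53-A138V + BP100-Luc; 1000 cells/well, Opti-MEM/10% FBS; cpd 4 pt, 1:5; 24 h, 37 deg C, 5% CO2; detection reagent 10 min RT; luminescence.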
CXXC DNA block: qHTS Fluorescence Polarization Assay for Inhibitors of MLL CXXC domain - DNA interaction. Potency, µM (top dose mostly 115 µM), without a hit: at the top dose activity change, negative = inhibition, hits mostly inhibitors. Histone-lysine N-methyltransferase 2A (Homo sapiens), Q03164. 290,000 tested, 0.037% active. MLL-CXXC / FITC-HOXA9 DNA fluorescence polarization; active = well fitted inhibition curve with a large enough effect in the polarisation, with a control signal flat, not every such curve was filed as active; inconclusive = small, poorly fitted or top-dose-only effect, or effect the other way, or a change in a side signal; inactive = no such curve, though single readings can be large or run the other way; the % refers to the polarisation; also: potency is read from the fitted curve at half-maximal effect
Target sequence (Q03164 whole entry, looked up, the tested form may be a part): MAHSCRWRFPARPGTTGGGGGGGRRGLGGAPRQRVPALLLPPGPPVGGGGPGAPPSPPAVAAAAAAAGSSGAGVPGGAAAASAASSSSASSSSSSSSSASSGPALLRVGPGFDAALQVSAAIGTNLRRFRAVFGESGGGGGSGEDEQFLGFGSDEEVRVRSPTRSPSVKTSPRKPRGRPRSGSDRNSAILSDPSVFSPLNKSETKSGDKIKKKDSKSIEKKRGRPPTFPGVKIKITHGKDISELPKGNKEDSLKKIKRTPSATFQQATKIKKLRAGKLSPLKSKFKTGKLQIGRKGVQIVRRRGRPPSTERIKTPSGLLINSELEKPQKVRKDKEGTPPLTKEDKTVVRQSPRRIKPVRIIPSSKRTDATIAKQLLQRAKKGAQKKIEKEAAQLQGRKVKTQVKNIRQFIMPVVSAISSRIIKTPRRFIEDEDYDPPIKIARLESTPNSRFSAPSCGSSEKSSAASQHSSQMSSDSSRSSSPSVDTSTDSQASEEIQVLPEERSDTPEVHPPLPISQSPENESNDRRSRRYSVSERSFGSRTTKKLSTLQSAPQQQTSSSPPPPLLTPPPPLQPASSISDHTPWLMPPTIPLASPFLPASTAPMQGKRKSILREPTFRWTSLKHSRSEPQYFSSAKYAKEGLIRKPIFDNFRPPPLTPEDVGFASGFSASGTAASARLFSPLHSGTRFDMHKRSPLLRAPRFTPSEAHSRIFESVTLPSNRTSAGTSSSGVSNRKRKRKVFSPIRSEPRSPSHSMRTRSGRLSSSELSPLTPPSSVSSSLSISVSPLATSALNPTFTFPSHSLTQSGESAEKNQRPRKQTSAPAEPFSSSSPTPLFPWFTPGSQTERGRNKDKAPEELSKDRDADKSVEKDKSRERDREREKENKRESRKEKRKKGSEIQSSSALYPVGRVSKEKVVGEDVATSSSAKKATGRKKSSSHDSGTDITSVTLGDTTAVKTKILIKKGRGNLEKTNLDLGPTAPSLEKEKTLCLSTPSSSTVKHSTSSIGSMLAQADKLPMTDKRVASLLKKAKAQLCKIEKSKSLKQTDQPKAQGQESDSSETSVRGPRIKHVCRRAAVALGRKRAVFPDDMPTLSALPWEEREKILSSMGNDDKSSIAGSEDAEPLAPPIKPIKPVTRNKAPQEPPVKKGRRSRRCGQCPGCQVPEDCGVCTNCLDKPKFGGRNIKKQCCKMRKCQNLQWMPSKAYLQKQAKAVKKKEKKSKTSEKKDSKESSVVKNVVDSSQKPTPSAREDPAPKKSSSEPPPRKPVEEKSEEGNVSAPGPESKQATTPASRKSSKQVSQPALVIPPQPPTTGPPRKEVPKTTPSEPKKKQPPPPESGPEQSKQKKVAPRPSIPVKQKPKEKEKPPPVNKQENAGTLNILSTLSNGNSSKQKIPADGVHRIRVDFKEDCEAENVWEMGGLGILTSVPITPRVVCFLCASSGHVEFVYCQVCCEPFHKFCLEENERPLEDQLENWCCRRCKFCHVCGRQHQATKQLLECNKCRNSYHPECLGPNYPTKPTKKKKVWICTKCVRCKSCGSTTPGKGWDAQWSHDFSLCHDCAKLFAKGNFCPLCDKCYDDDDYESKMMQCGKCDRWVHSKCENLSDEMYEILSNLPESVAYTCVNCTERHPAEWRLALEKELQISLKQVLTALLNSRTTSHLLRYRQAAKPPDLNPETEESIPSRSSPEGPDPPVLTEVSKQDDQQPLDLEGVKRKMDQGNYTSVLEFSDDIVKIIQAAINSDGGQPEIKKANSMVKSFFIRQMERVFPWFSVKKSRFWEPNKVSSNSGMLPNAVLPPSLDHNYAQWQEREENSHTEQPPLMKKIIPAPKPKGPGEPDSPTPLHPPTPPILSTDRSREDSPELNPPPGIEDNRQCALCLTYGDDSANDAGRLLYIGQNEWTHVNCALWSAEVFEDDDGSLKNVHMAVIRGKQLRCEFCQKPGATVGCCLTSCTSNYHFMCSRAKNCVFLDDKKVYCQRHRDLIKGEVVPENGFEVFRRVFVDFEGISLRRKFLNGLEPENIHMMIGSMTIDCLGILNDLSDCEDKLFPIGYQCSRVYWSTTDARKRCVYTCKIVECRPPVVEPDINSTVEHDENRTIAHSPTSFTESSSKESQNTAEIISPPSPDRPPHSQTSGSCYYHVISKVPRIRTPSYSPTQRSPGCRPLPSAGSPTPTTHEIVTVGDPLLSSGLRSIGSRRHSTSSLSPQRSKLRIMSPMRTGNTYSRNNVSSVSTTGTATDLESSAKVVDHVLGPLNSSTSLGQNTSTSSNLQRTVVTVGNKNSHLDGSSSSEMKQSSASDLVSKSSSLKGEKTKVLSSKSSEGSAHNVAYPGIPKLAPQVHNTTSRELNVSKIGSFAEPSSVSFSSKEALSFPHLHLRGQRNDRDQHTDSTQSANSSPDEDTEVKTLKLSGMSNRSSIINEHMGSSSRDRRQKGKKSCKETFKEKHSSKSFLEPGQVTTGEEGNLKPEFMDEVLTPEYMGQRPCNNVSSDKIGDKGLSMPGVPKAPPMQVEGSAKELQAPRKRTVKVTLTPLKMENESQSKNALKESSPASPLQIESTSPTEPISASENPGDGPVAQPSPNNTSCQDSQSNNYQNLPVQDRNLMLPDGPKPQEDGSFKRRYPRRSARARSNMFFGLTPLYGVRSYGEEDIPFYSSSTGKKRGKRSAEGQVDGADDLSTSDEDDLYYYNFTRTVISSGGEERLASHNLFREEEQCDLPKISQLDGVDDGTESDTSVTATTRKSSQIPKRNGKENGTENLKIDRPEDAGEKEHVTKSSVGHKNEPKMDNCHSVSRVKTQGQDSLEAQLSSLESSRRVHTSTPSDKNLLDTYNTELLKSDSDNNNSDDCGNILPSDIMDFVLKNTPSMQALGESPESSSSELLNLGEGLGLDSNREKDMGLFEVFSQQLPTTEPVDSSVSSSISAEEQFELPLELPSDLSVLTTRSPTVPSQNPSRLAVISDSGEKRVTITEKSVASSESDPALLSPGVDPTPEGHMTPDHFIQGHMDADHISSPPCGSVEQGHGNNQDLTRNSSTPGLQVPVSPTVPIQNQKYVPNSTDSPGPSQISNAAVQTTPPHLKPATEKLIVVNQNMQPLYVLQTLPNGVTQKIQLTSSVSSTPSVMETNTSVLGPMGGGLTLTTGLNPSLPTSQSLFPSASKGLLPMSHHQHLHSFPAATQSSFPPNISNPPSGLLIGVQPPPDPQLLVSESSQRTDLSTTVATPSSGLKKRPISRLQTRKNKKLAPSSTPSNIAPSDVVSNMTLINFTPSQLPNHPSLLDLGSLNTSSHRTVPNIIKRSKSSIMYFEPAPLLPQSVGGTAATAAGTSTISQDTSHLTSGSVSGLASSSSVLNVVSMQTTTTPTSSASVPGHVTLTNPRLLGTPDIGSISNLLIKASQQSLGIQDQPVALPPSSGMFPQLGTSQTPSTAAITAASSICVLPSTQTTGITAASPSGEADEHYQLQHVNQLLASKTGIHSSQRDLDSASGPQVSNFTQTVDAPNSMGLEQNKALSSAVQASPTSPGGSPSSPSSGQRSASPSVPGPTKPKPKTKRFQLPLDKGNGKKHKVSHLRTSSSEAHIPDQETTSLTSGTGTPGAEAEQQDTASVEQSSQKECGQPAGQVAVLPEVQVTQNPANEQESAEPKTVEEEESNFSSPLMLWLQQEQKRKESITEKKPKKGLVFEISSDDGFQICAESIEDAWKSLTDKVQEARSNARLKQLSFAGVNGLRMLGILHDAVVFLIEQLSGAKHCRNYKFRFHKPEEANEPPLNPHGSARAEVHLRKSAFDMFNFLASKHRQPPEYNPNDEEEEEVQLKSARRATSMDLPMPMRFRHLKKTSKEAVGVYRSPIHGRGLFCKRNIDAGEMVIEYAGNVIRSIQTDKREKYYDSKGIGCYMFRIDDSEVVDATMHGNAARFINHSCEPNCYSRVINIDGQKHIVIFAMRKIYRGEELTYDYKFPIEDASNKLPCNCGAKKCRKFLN
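Steps: dispense CXXC domain solution (7 uM) → pin compounds or unlabeled HOX-A9 DNA control → 5 min ambient → add FLSN-HOX-A9 solution (50 nM) → spin → 30 min ambient → fluorescence polarization. Tris pH 7.5/NaCl/DTT/BSA buffer.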
PTAP TSG101 blk: qHTS Assay for Iinhibitors of HIV-1 Budding by Blocking the Interaction of PTAP/TSG101. Tumor susceptibility gene 101 protein (Homo sapiens), Q99816. Fluorescence polarization, FITC-PTAP peptide / Tsg101 binding. Potency, µM (series often up to 115 µM), for inactives: at the top dose activity change, negative = inhibition, hits mostly inhibitors. 340,000 tested, under 10 active. AID 493005, 2010; active = well fitted inhibition curve with a large enough effect in the main read-out, with a control signal flat, not every such curve was filed as active; inconclusive = small, poorly fitted or top-dose-only effect, or effect the other way, or a change in a side signal; inactive = no such curve, though single readings can be large or run the other way; also: potency is read from the fitted curve at half-maximal effect; % of control where 0% means no effect
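Tsg101 binding domain (10 uM final) was mixed with compound and a FITC-labeled PTAP peptide (50 nM final) in HEPES pH 7.5 buffer with NaCl, Tween 20, EDTA and TCEP; fluorescence polarization was read after 20 min at r.t.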
A-T KAP1 phos: qHTS Assay for Identifying a Potential Treatment of Ataxia-Telangiectasia | […] A-T fibroblasts, KAP-1 phosphorylation AlphaLISA; neocarzinostatin DNA damage 30 min before lysis | Potency, µM (doses to about 57.5 µM), for the others: at the highest dose activation, usual class: activators | 320,000 tested, 0.19% active; also: potency is read from the fitted curve at half-maximal effect; % of control where 0% means no effect; nearly all actives have a fitted effect of over 45% in size
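hTERT-immortalized A-T patient fibroblasts ([…]), 500 cells/well in OPTI-MEM, 1% FBS, got compounds for 60 min, then NCS for 30 min at 37C. Lysates were then assayed for phospho-KAP-1 by AlphaLISA (anti-pKAP1 donor, anti-KAP1 acceptor beads), 6 hr at 25C.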
TCR act: Activators of T cell receptors: qHTS campaign | Potency, µM (titrated, usually from 9.22 µM), without a hit: top-dose activation of IL-2 secretion, most hits filed as activators | 330,000 tested, under 10 active | primary human leukocytes, anti-CD3, IL-2 HTRF, 48 h; also: % of control where 0% means no effect
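48 hr co-incubation of compounds, a-CD3 beads and primary human leukocytes; IL-2 quantified homogeneously by HTRF with anti-IL-2 K and d2 conjugates.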
* = called active by the depositor; ? = inconclusive; / = no result given; [ ] = dose if it differs, or a comment. Unless noted, calls follow the shape of the dose curve; as a rule, active = well fitted curve in the direction sought with a large enough effect; inconclusive = small, poorly fitted or top-dose-only effect, or another doubt; inactive = no such curve, though single readings can be large; an effect the other way counts as inactive or inconclusive. The order is random; about 3.8% have a hit in one of these screens.

SMILES	Integrin act MD	B2AR arrestin	TRPV1 agonist	BRCA1 expr up	ELG1 DNA repair	p53 reactivator	CXXC DNA block	PTAP TSG101 blk	A-T KAP1 phos	TCR act
Cc1cccc(NCc2ccc(N(C)C)cc2)n1	13%	-5.1%	2	82%	?	28%	9%	-1%	-2%	-2%
CC1CCN(c2ccccc2NC(=S)NC(=O)C(C)(C)C)CC1	22%	8.2%	19	-38%	3%	10%	-2%	-2%	10%	1%
COc1cccc(C(C(=O)NC2CCCC2)N(Cc2ccc(C)cc2)C(=O)c2ccco2)c1OC (configuration not stated)	12%	0.2%	28	-22%	-14%	-13%	-12%	-11%	1%	0%[46.1 µM]
N/C(=N\OC(=O)C1CCCCC1)c1cccc(Br)c1	7%	?	0	?	22%	11%	-6%	-7%	1%	-3%
CCn1c(=N)c(S(=O)(=O)c2ccc(Cl)cc2)cc2c(=O)n3ccccc3nc21	/	-0.1%	13	/	-4%	1%	?	/	7%	/
CC(C)N(C(=S)Nc1cccnc1)c1ccccc1	5%	0.0%	4	-13%	6%	1%	-6%	-1%	-23%	-6%
CCC(=O)NC(=S)NNC(=O)c1ccc(O)cc1	9%	-0.9%	-2	2%	22%	-1%	-7%	-2%	11%	7%
CCOc1ccc(C(=O)O)cc1OC	24%	0.0%	/	-4%	3%	1%	-2%	-8%	0%	-4%
COc1ccc(Nc2cc(C)nc3nc(C)nn23)c(OC)c1	3%	-0.9%	0	4%	8%	5%	6%	-3%	12%	2%
O=C(O)Cn1nnc(COc2ccccc2)n1	7%	1.0%	0	-13%	-3%	0%	-4%	-11%	-8%	-6%
CN(C)c1ccc(S(=O)(=O)N2CCCCC2)cc1NC(=O)CCNC(=O)c1ccccc1Cl	-5%	/	/	2%	/	/	/	3%	/	-7%
CCCc1cc(C(N)=O)c(NC(=O)C2CCCO2)s1 (configuration not stated)	-13%	-0.3%	0	3%	?	-8%	-1%	-5%	7%	/
COc1ccc(CC(=O)Nc2ccc(-c3ccc4nnc(C)n4n3)cc2)cc1OC	15%	0.3%	0	-78%	?	-10%	-7%	1%	2%	-2%
CC(C)(C)c1ccc(C(=O)Nc2nnc(C3=COCCO3)o2)cc1	-32%	-1.0%	0	-33%	11%	-11%	11%	-1%	6%	-3%
CC1CC2(CCCCC2)Nc2ccc3ccccc3c21 (configuration not stated)	-25%	0.1%	2	-29%	-3%	20%	8%	-4%	5%	-3%[46.1 µM]
COc1ccc(-n2c(Cc3cccn3C)nnc2SCC(=O)N2CCC(C)CC2)cc1	9%	-0.7%	30	3%	1%	-4%	-8%	-8%	1%	-9%[46.1 µM]
CCOC(=O)C1CCCN(c2c(NCCc3ccc(Cl)cc3)c(=O)c2=O)C1 (configuration not stated)	8%	-0.3%	3	10%	0%	5%	-2%	1%	-7%	1%
O=C(NCCc1c[nH]c2ccccc12)c1ccco1	-23%	0.2%	4	-3%	?	20%	-6%	0%	-9%	-20%
CN(c1ccc(C(=O)N2CCN(Cc3ccc4c(c3)OCO4)CC2)cc1)S(=O)(=O)c1ccccc1	-13%	0.1%	13	-67%	23µM*	1%	1%	-3%	0%	-1%
Cc1ccc2c(c1)CCCN2C(=O)c1cccs1	-8%	-2.1%	7	4%	2%	7%	-3%	/	4%	/
O=c1c2c3c(sc2n2cnnc2n1C1CCCCC1)CCC3	/	-0.4%	2	/	5%	-6%	0%	/	1%	/
CC1(C)C2CCC1(CS(=O)(=O)N1CCC(C(N)=O)CC1)C(=O)C2 (configuration not stated)	27%	-0.7%	-5	2%	1%	27%	18%	-2%	-2%	0%
O=C1CCC(CCC(=O)N2CCCC(C(=O)c3ccc4c5c(cccc35)CC4)C2)=NN1 (configuration not stated)	-18%	-0.7%	24	21%	?	-1%	-9%	0%	0%	-4%
CC(Oc1cc(C(F)(F)F)cc(C(F)(F)F)c1)C(=O)NC(N)=O (configuration not stated)	21%	0.5%	2	-2%	?	-1%	-14%	-4%	-20%	1%
Cc1cccc(C)c1NC1=NC(=S)N(c2ccc(N(C)C)cc2)C1(C)C	-13%	-0.4%	4	-9%	-7%	2%	0%	-10%	0%	3%
SMILES	Integrin act MD	B2AR arrestin	TRPV1 agonist	BRCA1 expr up	ELG1 DNA repair	p53 reactivator	CXXC DNA block	PTAP TSG101 blk	A-T KAP1 phos	TCR act
Cc1ccc2oc3nc(C)c(C(=O)Nc4cccc(C(F)(F)F)c4)cc3c(=O)c2c1	39%	0.1%	22	49%	-4%	9%	15%	0%	-3%	0%
COC(=O)NCC(c1ccco1)N1CCN(c2ccccc2)CC1 (configuration not stated)	0%	-0.2%	0	22%	-15%	-2%	0%	-1%	0%	5%
C=CCNc1nc2ccccc2nc1NS(=O)(=O)c1ccc(OC)cc1	36%	-0.8%	5	-6%	13%	1%	-12%	-3%	0%	-3%
Cc1nnc(SCC(=O)Nc2cc(Cl)ccc2Cl)n1CC1CCCO1 (configuration not stated)	1%	0.0%	-1	-4%	?	7%	20%	-12%	0%	6%
S=C(NC1CCCCC1)NN(c1ccccc1)c1ccccc1	-1%	-0.1%	28	-46%	6%	5%	5%	-2%	17%	-2%[46.1 µM]
COc1cc(CCC(=O)OCC(=O)N(CC(C)C)C2CCS(=O)(=O)C2)cc(OC)c1OC (configuration not stated)	14%	-0.4%	-5	8%	17%	1%	/	0%	-5%	6%
CCNC(=O)NC(=O)C(C)OC(=O)c1oc2ccc(OC)cc2c1C (configuration not stated)	15%	-0.2%	19	-3%	0%	0%	-8%	-1%	0%	0%
Cc1ccc(C2=NCCn3c2c2ccccc2[n+]3[O-])cc1	0%	-0.1%	-2	17%	6%	5%	/	/	22%	4%
CC(=O)NC(Cc1cc(C)ccc1C)C(=O)N1CCN(C(=O)c2ccc(Br)cc2)CC1 (configuration not stated)	31%	-0.3%	3	-1%	5%	-2%	-1%	-4%	2%	-4%
CC(C)(C)NC(=O)CN(C(=O)CCC(=O)Nc1nccs1)c1cccc(C(F)(F)F)c1	7%	0.1%	-2	-15%	?	?	-6%	4%	5%	-1%
CCCCn1c(N)c(N(CC(C)C)C(=O)c2cccc(S(=O)(=O)N3CCCCC3)c2)c(=O)[nH]c1=O	2%	-0.4%	8	-1%	-4%	-3%	/	-2%	-10%	1%
c1csc(CNCc2ccncc2)c1	-20%	0.2%	2	42%	3%	1%	6%	-3%	4%	-2%
CN(C)c1oc(-c2ccc(OCc3ccc(Cl)cc3)cc2)nc1C#N	22%	-0.2%	1	-2%	6%	4%	0%	-6%	1%	/
CCOCC(=O)Nc1nc(C)cc(C)n1	-10%	-0.4%	2	-2%	0%	-2%	-3%	-11%	-1%	-4%[46.1 µM]
NC(=O)c1cc2ccccc2o/c1=N\NC(=O)c1ccncc1	17%	0.0%	1	-47%	6%	0%	-3%	-3%	-4%	0%
CCn1cc(C(C)NC(=O)COc2ccc(Cl)cc2C)c(C)n1 (configuration not stated)	-2%	0.3%	?	-32%	?	-15%	2%	-6%	-8%	-2%
COc1ccccc1C(=O)C1CCCN(C(=O)c2cnn(C(C)C)c2)C1 (configuration not stated)	?	0.2%	2	11%	13%	16%	13%	-1%	-2%	-3%
C[C@H](C(=O)NCc1ccccc1)C(=O)c1ccccc1	-6%	-0.7%	2	1%	3%	2%	?	-7%	11%	2%
O=C(Nc1ccccc1Cl)Nc1ccccc1Cl	4%	-0.7%	?	13%	?	5%	2%	-5%	4%	-7%
S=C(NNc1ccnc2cc(Cl)ccc12)Nc1ccccc1Cl	-50%[inhibitor]	0.1%	?	-73%	?	8%	11%	-5%	4%	2%[46.1 µM]
CCN(Cc1ccncc1)Cc1cn(C)nc1-c1ccc(Oc2ccccc2)cc1	17%	-1.1%	-5	-19%	-20%	2%	-2%	-2%	1%	-1%
CC1CN(C(=O)N2CCOCC2)CCN1C(=O)N1CCOCC1 (configuration not stated)	2%	-0.1%	2	0%	-9%	0%	0%	-1%	6%	-3%

Entries above that contain an aryl thioether with sulfur outside any ring, in the order listed:
SMILES	Integrin act MD	B2AR arrestin	TRPV1 agonist	BRCA1 expr up	ELG1 DNA repair	p53 reactivator	CXXC DNA block	PTAP TSG101 blk	A-T KAP1 phos	TCR act
COc1ccc(-n2c(Cc3cccn3C)nnc2SCC(=O)N2CCC(C)CC2)cc1	9%	-0.7%	30	3%	1%	-4%	-8%	-8%	1%	-9%[46.1 µM]
Cc1nnc(SCC(=O)Nc2cc(Cl)ccc2Cl)n1CC1CCCO1 (configuration not stated)	1%	0.0%	-1	-4%	?	7%	20%	-12%	0%	6%
